Polio RdRp inh = poliovirus RdRp elongation inhibitors, primary screen, biochemical, fluorescence polarization, total intensity | % elongation, % (compound at 16.7 µg/mL) | poliovirus polymerase elongation; stronger effect = lower value | Genome polyprotein (Poliovirus type 1 (strain Mahoney)), P03300 | hit rate 0.66% among 150,000; in the data active means % elongation below about 90%; further: some results filed as inactive read as strong as hits
Target sequence (P03300 1749-2209 limits assumed): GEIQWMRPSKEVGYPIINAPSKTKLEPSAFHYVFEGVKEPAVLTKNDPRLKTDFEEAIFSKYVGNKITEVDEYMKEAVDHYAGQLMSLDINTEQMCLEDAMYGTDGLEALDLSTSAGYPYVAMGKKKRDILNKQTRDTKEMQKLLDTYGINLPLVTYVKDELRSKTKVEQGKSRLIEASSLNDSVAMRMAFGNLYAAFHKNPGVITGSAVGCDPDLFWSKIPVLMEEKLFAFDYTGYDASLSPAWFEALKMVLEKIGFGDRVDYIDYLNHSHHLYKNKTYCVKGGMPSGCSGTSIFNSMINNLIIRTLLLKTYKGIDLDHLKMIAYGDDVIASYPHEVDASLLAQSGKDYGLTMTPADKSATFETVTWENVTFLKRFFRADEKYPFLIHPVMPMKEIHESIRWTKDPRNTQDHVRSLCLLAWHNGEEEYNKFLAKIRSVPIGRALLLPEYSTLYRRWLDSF
Polio RdRp inh FP z-score = further read-out of Polio RdRp inh, marked with its call; z-score; measured here: FP z-score; hits read low
* hit, by the source's call.

SMILES	Polio RdRp inh	Polio RdRp inh FP z-score
Cc1ccc(CNC(=O)CN2C(=O)COc3ccc(S(=O)(=O)N4CCC(C)CC4)cc32)cc1	105.0	0
CCOc1ccc(CCNC(=O)CSc2nnnn2-c2ccccc2Cl)cc1OCC	106.0	0.3
CN1C(=O)C(C)(C)c2cc(S(=O)(=O)NC3CCCCCC3)ccc21	100.0	0
CCOc1cc(CN)c(-n2cccc2)cc1OCC	104.0	0
Cc1sc2nc(COC(=O)C(NC(=O)c3ccco3)C(C)C)[nH]c(=O)c2c1C (stereo not drawn)	94.0	-1.2
COC(=O)c1ccc(C2C(Oc3ccc(OC)cc3)C(=O)N2Cc2ccc(F)cc2)cc1 (stereo not drawn)	101.0	-0.1
CCOC(=O)C1C2NC(=S)N(c3ccccc3)C1(C)Oc1ccccc12 (stereo not drawn)	102.0	0.1
CCC(C)NC(=O)C1CCN(c2nc3ccccc3n3cccc23)CC1 (stereo not drawn)	103.0	0.9
CC(CNC(=O)c1cnn(-c2ccc(F)cc2)c1-n1cccc1)c1ccccc1 (stereo not drawn)	103.0	-1.1
O=C1c2ccccc2C(=O)N1CCSc1nnc(-c2ccco2)n1Cc1ccccc1	103.0	0.1
O=S(=O)(NCCc1c[nH]c2ccccc12)c1ccc(Cl)c(Cl)c1	101.0	-0.3
CCOc1ccc(S(=O)(=O)Nc2ccc3oc4c(c3c2)CC(C)CC4)cc1 (stereo not drawn)	106.0	0.3
Cc1ccc(-n2cnc3cc(N=Cc4ccc(N(C)C)cc4)ccc32)cc1	104.0	0.7
COc1cccc(CNc2ccc3c(c2)ncn3C)c1	102.0	0.8
Cc1ccc(C(=O)CNc2cccc3ccccc23)cc1	112.0	0.9

Profiles, looked up by structure. Values in the order: Polio RdRp inh | Polio RdRp inh FP z-score
`CCC(C)NC(=O)C1CCN(c2nc3ccccc3n3cccc23)CC1` (stereo not drawn) reads 103.0 | 0.9
`CCOc1ccc(S(=O)(=O)Nc2ccc3oc4c(c3c2)CC(C)CC4)cc1` (stereo not drawn) reads 106.0 | 0.3
`CCOc1ccc(CCNC(=O)CSc2nnnn2-c2ccccc2Cl)cc1OCC` reads 106.0 | 0.3
`CCOC(=O)C1C2NC(=S)N(c3ccccc3)C1(C)Oc1ccccc12` (stereo not drawn) reads 102.0 | 0.1
`Cc1ccc(CNC(=O)CN2C(=O)COc3ccc(S(=O)(=O)N4CCC(C)CC4)cc32)cc1` reads 105.0 | 0

Next part
SMILES	Polio RdRp inh	Polio RdRp inh FP z-score
CN(C)/C=C(\Sc1nnc(N)s1)C(=O)Nc1ccc(F)c(F)c1F	110.0	0.8
Cc1ccc(N2C(=O)CC(C3=C(N4CCOCC4)CCCC3)C2=O)cc1 (stereo not drawn)	103.0	1.3
Cc1cc(C)c(NC(=O)c2cc(S(=O)(=O)NCCC3=CCCCC3)ccc2F)c(C)c1	105.0	-0.7
Cc1ccc(OCC(=O)O)cc1	102.0	0.3
O=C1c2ccccc2-c2nc3nonc3nc21	63.0	-7.3
Cn1cnnc1SCC(=O)N(c1ccccc1)c1ccccc1	99.0	-0.6
CCOC(=O)c1ccc(N2C(=O)c3[nH]nc(-c4ccccc4)c3C2c2ccc(C(C)C)cc2)cc1 (stereo not drawn)	111.0	0.9
CCN1C(=O)C(=Cc2ccc(O)c(I)c2)C(=O)N(CC)C1=S	101.0	0.1
O=S(=O)(c1ccc(F)cc1)N1CN2CCN(C2)C1	102.0	1
O=C1C(=Cc2c[nH]c3ccccc23)C(=O)c2ccccc21	165.0	6
O=C1CCN(C(=O)c2cccc(CN3C(=O)c4ccccc4C3=O)c2)CC1	103.0	0.3
Cc1c(NC(=O)NCc2ccccc2)c(=O)n(-c2ccccc2)n1C	104.0	0.7
NCCCc1cn[nH]c1	102.0	0.2
CCn1c(=N)c(C(=O)NCc2ccccc2)cc2c(=O)n3ccccc3nc21	103.0	0.4
COc1ccc(-c2nc(=O)c3ccccc3o2)cc1	98.0	-1
CC(Sc1nc(=O)cc(N)n1CCc1ccccc1)C(=O)Nc1ccc(Cl)cc1 (stereo not drawn)	104.0	0.2
CC(C)N1C(=O)N(c2ccccc2)C(=O)C1CC(=O)Nc1ccccc1 (stereo not drawn)	102.0	0.4
CCC(=O)OCc1cc(F)cc2c1OC(c1ccccc1)OC2 (stereo not drawn)	105.0	0.4
COc1ccc(CC(=O)N(C)c2ccccc2)cc1	100.0	-0.1
COc1ccc(-c2ccc3c(N)c(C(=O)Nc4cc(F)ccc4C)sc3n2)cc1	106.0	-0.8
COc1ccc2c(c1OC)C(=O)O[C@@H]2[C@H]1c2c(cc3c(c2OC)OCO3)CCN1C	99.0	-0.1
COc1cc(C(=O)O)cc(Br)c1OC	101.0	0
COC1(NC(=O)c2ccc(C)cc2)C(C)=CC(=O)C=C1C	103.0	0.4
N/C(CS(=O)(=O)Cc1ccc(F)cc1)=N\O	106.0	0.6
COc1ccc(CCNC(c2ccc(F)cc2)c2nnc(-c3ccccc3Cl)o2)cc1OC (stereo not drawn)	106.0	0.4
COC(=O)c1sc2ccccc2c1S(=O)(=O)NCc1ccco1	102.0	0.4
CC(C)c1ccc(S(=O)(=O)N2CCN(C(=O)c3cc(-c4ccccc4)n[nH]3)CC2)cc1	99.0	-0.2
CCOC(=O)c1sc(NC(=O)C=C(C)C)c(C#N)c1C	101.0	0.2
Cc1ccc(-n2nnc(-c3nsc(NC(=O)c4cccc(Cl)c4)n3)c2C)cc1C	105.0	-0.3
Cc1[nH]c2ccccc2c1C(=O)COC(=O)C1CCC(=O)N1 (stereo not drawn)	103.0	0.3
CNC(=O)c1c(-c2ccccc2)oc2ccc(OC)cc12	103.0	0.5
Cc1ccc(Nc2nn(CN3CCOCC3)c(=S)s2)cc1	102.0	-0.1
CCc1nc(SCc2cc(=O)c3cc(C)ccc3[nH]2)n[nH]1	103.0	-0.7
COc1ccc(NC(C)=O)cc1NC(C)C(=O)NC(C)c1ccc(F)cc1 (stereo not drawn)	105.0	0.3
O=C(N/N=C/c1ccc2c(c1)OCO2)c1ccccc1	101.0	-0.3
O=S(=O)(NCC1CCCO1)c1cccc(C(F)(F)F)c1 (stereo not drawn)	101.0	-0.3
CN1C(=O)C(C)(C)c2cc(S(=O)(=O)N3CCCC3C(=O)Nc3ccc(F)cc3)ccc21 (stereo not drawn)	106.0	0
CCOC(=O)c1c(C)oc2nc(C)nc(NCc3ccc(CN4CCCCC4CC)o3)c12 (stereo not drawn)	102.0	0
CCOC(=O)c1ccc(NS(=O)(=O)c2ccc3[nH]c4c(c3c2)CCCCC4)cc1	105.0	-0.6
OCCN1CCSC1=Nc1cccc2ccccc12	99.0	-0.4
O=C(O)c1ccc2c(=O)nc3n(c2c1)Cc1ccccc1-3	102.0	0.3
CC1Cc2ccccc2N1C(=O)/C=C/c1cn[nH]c1-c1cc2ccccc2o1 (stereo not drawn)	103.0	0.2
COC(=O)c1ccc(COc2cccc(Cl)c2)o1	104.0	0.8
Cc1ccc2c(c1)c1c3n2CCN(CCC(=O)O)C3CCC1 (stereo not drawn)	101.0	-0.1
O=C(NCc1ccccc1Cl)c1ccc(-n2cnc3cccnc32)cc1	101.0	-1.6
O=C(NCC1(c2ccccc2)CCCC1)c1cc2c(=O)[nH]c3ccccc3c2s1	102.0	0
N#Cc1ccccc1NC(=O)COC(=O)C1(c2cccc(F)c2)CCCC1	97.0	-1.3
N/C(=N/O)c1cnc2n(c1=O)CCS2	107.0	0.6
COc1ccc(Nc2nc3nonc3nc2N2CCCCCC2)cc1	103.0	-0.1
Cc1csc(-c2cc3c(ccc4ccccc43)oc2=O)n1	104.0	0.4
CC(=O)c1ccc2c(c1)N(CCCN1CCC(CCO)CC1)c1ccccc1S2	100.0	0.4
CCCn1c(=O)c2ccccc2n2c(SCC(=O)Nc3c(C)cc(C)cc3Cl)nnc12	101.0	-0.1
C=CCN(CC=C)C(=O)C(C)Oc1ccc(Cl)cc1Cl (stereo not drawn)	100.0	0.1
COc1cc(OC)c(NS(=O)(=O)c2ccc(C)c(C(=O)Nc3nn[nH]n3)c2)cc1Cl	98.0	-0.3
CSc1c(C#N)c(-c2ccc(Cl)cc2)nn1C	101.0	-0.9
CCOc1ccccc1NC(=O)c1cc2cc3cc(C)ccc3nc2s1	103.0	-0.9
CCCCn1c(COc2cccc(OC)c2)nc2ccccc21	113.0	1.3
Nc1ccc(-n2nncc2C23CC4CC(CC(C4)C2)C3)cc1	99.0	-0.2
CCN(CC)c1cc(C)c2cc(NC(=O)/C=C/c3ccc(C)cc3)ccc2n1	103.0	-0.5
Cc1ccc(NC(=O)c2oc3ccccc3c2NC(=O)C2CC2)cc1C	101.0	-0.3

Remaining list, next part:
SMILES	Polio RdRp inh	Polio RdRp inh FP z-score
CC(C)CCn1c(=O)c2cccnc2n(CC(N)=O)c1=O	102.0	0.7
COc1ccc(/C=C(\NC(=O)c2ccccc2)C(=O)NC2CCCCC2)cc1	98.0	-0.7
Nc1ccc(N2CCCCC2)c(C(F)(F)F)c1	104.0	0.7
O=C(CC1=NS(=O)(=O)c2ccccc2N1)Nc1ccccc1	102.0	0.5
CC(C)(C)S(=O)(=O)c1ccsc1S(C)(=O)=O	102.0	0.7
O=C(NCCSc1nnnn1-c1ccccc1)c1ccc(Cl)cc1	101.0	-0.4
CCn1c(=O)cc(OCC(=O)NCc2ccccc2OC)c2ccccc21	108.0	1
CCCNC(=O)Nc1ccc2c(c1)N(CC)C(=O)c1ccccc1S2	105.0	0.7
Cc1cccc(NC(=O)C(O)C(O)C(=O)Nc2cccc(C)c2)c1 (stereo not drawn)	102.0	0.1
Cc1noc(C)c1CCNC(=O)c1[nH]nc2c1CCc1ccccc1-2	99.0	-1.5
O=C(OCCOc1ccc(Br)cc1)c1ccc2c(=O)n3c(nc2c1)CCC3	101.0	-0.2
CC(=O)Nc1ccc(C(=O)CSc2nnc3ccc4ccccc4n23)cc1	106.0	0.3
CCOc1ccc(CNCc2c(C(=O)O)c(C)n(Cc3c(F)cccc3Cl)c2C)cc1OC	100.0	-0.9
CCn1cc2nc(SCc3cccc(C(F)(F)F)c3)n(Cc3ccc(C)cc3)c(=O)c2n1	106.0	-0.1
CCOC(=O)c1ccc(NCc2nc(N)nc(Nc3ccccc3C)n2)cc1	120.0	2
Cc1ccc(CNC(=O)c2ccc(N3Cc4ccccc4Oc4ncccc43)s2)cc1	108.0	0.4
Cc1cnc(=O)[nH]c1SCc1cccc2ccccc12	101.0	-0.3
CCS(=O)(=O)c1ccc2oc(=S)n(CN(C)Cc3ccccc3)c2c1	100.0	-0.4
COc1ccc(NC(=O)C2CC2)cc1OC	101.0	0.3
COc1ccc2c(c1)nc(CN1CCN(C)CC1)n2C	100.0	-0.3
O=C1C(=O)N(CC2CCCO2)C(c2ccccc2)/C1=C(/O)c1ccccc1 (stereo not drawn)	103.0	0.3
O=C(NCC(c1ccccc1)c1c[nH]c2ccccc12)c1ccc(C(F)(F)F)cc1 (stereo not drawn)	103.0	0.1
COc1cccc(-c2nc(CSCC(=O)NCCc3ccc(Cl)cc3)c(C)o2)c1	100.0	-0.7
Cc1ccc(S(=O)(=O)N(/C(N)=N/c2nc(C)cc(C)n2)c2ccc(C)c(C)c2)cc1	105.0	1
Cc1cc(C)cc(N2C(=O)N(CC(=O)c3ccc(Br)cc3)c3ccccc3S2(=O)=O)c1	107.0	0
COC(=O)c1c(C)sc(-c2c(-c3ccc4c(c3)OCCO4)[nH]c3c2c(=O)n(C)c(=O)n3C)c1O	116.0	0.7
Fc1ccc(Nc2nc(SCc3cccc(Cl)c3)nc3ccccc23)cc1	106.0	-0.1
COc1cccc(CNc2cc(C)nc3nc(-c4ccc(C)cc4)nn23)c1	111.0	1.1
CCOC(=O)c1cc2c(NCc3ccc(Cl)cc3Cl)nccc2nc1C(F)(F)F	101.0	-0.6
O=C(NCCc1ccccc1)c1ccc(Cl)nc1	103.0	0.3
N#C/C(=C\c1cccc(F)c1)c1nc(-c2cc3c(ccc4ccccc43)oc2=O)cs1	101.0	-0.3
CC(C)(C)c1ccc(C(=O)Nc2cc(-c3ccccc3)no2)cc1	101.0	-0.1
CCOC(=O)N1CCc2c(sc3c2c(=O)n(Cc2ccccc2)c(=O)n3Cc2cc(C)ccc2C)C1	108.0	1.2
O=C(CS(=O)CC(=O)Nc1cccc2c1CCCC2)Nc1ccc(F)cc1 (stereo not drawn)	99.0	-0.5
COc1cccc(NC(=O)C=C(C)C)c1	103.0	0.8
CC(C)COc1ccc(C(CC(=O)O)C(=O)O)cc1 (stereo not drawn)	101.0	-0.1
CCCOc1ccc(CNC(=O)C(NS(=O)(=O)c2cccs2)C(C)C)cc1 (stereo not drawn)	105.0	-0.2
Cc1cc(C(=O)O)c2ccccc2n1	100.0	-0.4
CNC(=S)N(Cc1nnc(-c2ccc(Cl)cc2)o1)C1CCCC1	104.0	0.2
Cc1ccc(NC(=O)CN2CCN(S(=O)(=O)c3ccc(C(C)C)cc3)CC2)cc1F	110.0	0.8
COC(=O)c1cc2ccsc2n1Cc1ccccc1	104.0	0.7
CCOC(=O)c1cc2c(C)nn(-c3ccccc3)c2s1	103.0	1.6
CCN(C(=O)CSc1nc2nc(C)cc(C)n2n1)c1ccccc1	100.0	0
COC(=O)C1=C(CSc2nnc(N)s2)NC(=O)NC1c1cccc(OC)c1 (stereo not drawn)	99.0	-1.3
Cc1nc2ccn(Cc3cccnc3)c(=O)c2cc1C(=O)N1CCN(c2ccccc2F)CC1	105.0	-0.2
CN(C)C=Nc1ccc(S(=O)(=O)N(C)c2nccs2)cc1	99.0	-0.2
Cc1nn(-c2ccccc2)c2nc(-c3cccs3)cc(C(=O)NC(C)(C)C)c12	104.0	0.6

This is a subset, so the mix of outcomes need not match the whole.
